Bioassay records deposited in PubChem BioAssay by National Center for Advancing Translational Sciences (NCATS).
PKM2 activator: activators of human pyruvate kinase M2 | AID 1631 | purified PKM2, Kinase-Glo ATP luminescence, activation; response scale: 0% is enzyme alone, no compound | actives 0.34% (n = 260,000) | Potency, µM (titrated, usually from 57.5 µM), for the others: at the highest dose activation, usual class: activators; further: potency means the concentration at half of the fitted maximal effect; on the % scale 0 is the no-effect control and ±100 the full control effect; nearly all actives have a fitted effect of over 55% in size
Target sequence (P14618 whole entry, looked up): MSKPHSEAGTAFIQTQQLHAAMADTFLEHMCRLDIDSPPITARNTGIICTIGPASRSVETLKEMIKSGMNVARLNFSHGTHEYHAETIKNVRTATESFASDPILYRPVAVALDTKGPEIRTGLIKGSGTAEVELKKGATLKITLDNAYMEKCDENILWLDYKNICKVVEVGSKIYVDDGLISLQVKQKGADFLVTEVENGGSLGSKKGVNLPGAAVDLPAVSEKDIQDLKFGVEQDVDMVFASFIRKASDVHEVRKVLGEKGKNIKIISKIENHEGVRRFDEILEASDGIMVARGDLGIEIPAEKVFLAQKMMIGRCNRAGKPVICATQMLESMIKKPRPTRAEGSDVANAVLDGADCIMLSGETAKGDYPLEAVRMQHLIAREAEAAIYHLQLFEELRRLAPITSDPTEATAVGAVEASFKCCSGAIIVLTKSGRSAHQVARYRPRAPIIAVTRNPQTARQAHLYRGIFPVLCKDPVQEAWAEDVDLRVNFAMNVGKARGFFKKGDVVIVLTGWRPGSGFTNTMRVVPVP
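hPK-M2, >95% pure; 0.1 mM ADP / 0.5 mM PEP final; imidazole pH7.2 buffer w/ 7 mM MgCl2, 50 mM KCl; 1 h RT; Kinase-Glo lum. Intermediate enzyme activity for dual inhibitor/activator qHTS.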
Menin-MLL TR inh: inhibitors of human menin-MLL interaction, mutant MLL peptide; Potency, µM (series often up to 61.6 µM), for the others: at the highest dose FP activity change, negative = inhibition, most hits filed as inhibitors; Menin + Texas Red MLL mutant peptide, fluorescence polarization; O00255; AID 1768; actives 0.23% (n = 270,000); active means well fitted inhibition curve with a large enough effect in the polarisation, with a control signal flat, not every such curve was filed as active; inconclusive means small, poorly fitted or top-dose-only effect, or effect the other way, or a change in a side signal; inactive means no such curve, though single readings can be large or run the other way; the % refers to the polarisation; further: potency means the concentration at half of the fitted maximal effect; % of control where 0% means no effect; many of its hits are not listed in these tables
Mito fusion act: mitochondrial division inhibition or fusion activation; S. cerevisiae fusion-defective mutant growth rescue, CellTiterGlo 48 h; Potency, µM (highest dose often 46.1 µM), for inactives: top-dose growth rescue (activation), usual class: activators; actives 0.23% (n = 320,000); AID 485298;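 further: potency means the concentration at half of the fitted maximal effect; % of control where 0% means no effect; nearly all actives have a fitted effect of over 45% in size; temperature-sensitive fusion mutants such as fzo1-1 at 37 °C on non-fermentable ethanol glycerol medium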
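S. cerevisiae fusion-defective temperature-sensitive mutants (e.g. fzo1-1, mgm1-5) grown 48 h at 37C in YPEG (ethanol/glycerol non-fermentable) medium with 23 nl compound per well; growth rescue read as CellTiterGlo luminescence.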
hERG WT inh: KCNH2 (human, wildtype) channel inhibition | U2OS, BacMam KCNH2, thallium flux FluxOr; stronger effect = lower value | activity change, % at 1.84 µM | actives 0.37% (n = 340,000) | AID 720551;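 active means maximum activity change below -70%; inconclusive means maximum activity change between -70% and -50%; inactive means maximum activity change above -50%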; further: on the % scale 0 is the no-effect control and ±100 the full control effect
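U2OS cells transduced with wild-type KCNH2 virus are loaded with FluxOr dye for 45 min, and thallium flux is measured in kinetic reads before and after stimulation buffer. Rate constants are normalized to DMSO controls.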
MBNL1-CUG inh: inhibitors of human MBNL1 binding to CUG repeat RNA | Q9NR56 | TR-FRET MBNL1-His/biotin-(CUG)12 binding, 665/545 ratio | Potency, µM (series often up to 57.5 µM), inactives show top-dose activity change, negative = inhibition, actives largely listed as inhibitors | actives 0.036% (n = 280,000); active means well fitted inhibition curve with a large enough effect in the signal ratio, with a control signal flat, not every such curve was filed as active; inconclusive means small, poorly fitted or top-dose-only effect, or effect the other way, or a change in a side signal; inactive means no such curve, though single readings can be large or run the other way; the % refers to the signal ratio; further: potency means the concentration at half of the fitted maximal effect; on the % scale 0 is the no-effect control and ±100 the full control effect
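MBNL1-His + Biotin-(CUG)12, cpd titration 92 nM–58 uM; Tb anti-His Ab 0.055 ng/ul, SA-XL665 5 nM (final); 60 min RT; ratiometric 665/545 nm, Ex 340 nm; normalized to buffer and full-complex controls.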
BCR signal inh: blocks chronic active B-cell receptor signaling. ABC-DLBCL IkBa-CBG/CBR reporter, luminescence ratio, 4 h. Potency, µM (top dose mostly 46.1 µM), for the others: at the highest dose ratio change, negative = lower green/red ratio, actives largely listed as inhibitors. actives 0.05% (n = 340,000); active means well fitted inhibition curve with a large enough effect in the signal ratio, with a control signal flat, not every such curve was filed as active; inconclusive means small, poorly fitted or top-dose-only effect, or effect the other way, or a change in a side signal; the % refers to the signal ratio;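 further: potency means the concentration at half of the fitted maximal effect; plate controls were basal doxycycline-induced cells for no effect and cells given 10 µM MG132 for full effect; MG132 reads +100%, hits lower the ratio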
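TMD8 human ABC-DLBCL cells with doxycycline-inducible IκBα–green luciferase fusion and unfused red luciferase, in 0.5% FBS medium; compounds up to 46 uM, 4 h at 37C. Green/red luminescence ratio, filter-overlap corrected, fitted to concentration-response curves.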
TSHR antagonist: antagonists of human thyroid stimulating hormone receptor | TSHR-expressing cells, TSH-stimulated cAMP HTRF, 2 h; stronger effect = lower value | activity change, negative = inhibition, % at 11.5 µM | actives 0.2% (n = 330,000) | AID 504810;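 active means activity change below a set negative limit, meaning inhibition stronger than a set level, cut at about -70% in these data; inconclusive means activity change between two set negative limits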; further: on the % scale 0 is the no-effect control and ±100 the full control effect
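TSHR-expressing cells, 200/well, pre-treated with compound, then stimulated with EC80 TSH (4nM final) for 2 hours at 37 deg C. cAMP measured by competitive HTRF: anti-cAMP cryptate antibody in lysis buffer plus cAMP-d2, read after 30 minutes at room temperature.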
GALK inhibitor: blocks human galactokinase activity; AID 1868; P51570; Potency, µM (top dose mostly 57.5 µM), for inactives: top-dose activity change, negative = inhibition, most hits filed as inhibitors; actives 0.007% (n = 270,000); Purified GALK, Kinase-Glo residual ATP luminescence; further: potency means the concentration at half of the fitted maximal effect; on the % scale 0 is the no-effect control and ±100 the full control effect
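The enzyme phosphorylates galactose (100 uM) using ATP (35 uM); inhibition is detected as higher residual ATP, quantified by bioluminescence after 1 h reaction at room temperature, pH 8.0.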
Eya2 phos inh: blocks the phosphatase activity of human Eya2. actives 0.006% (n = 330,000). recombinant Eya2, OMFP fluorescence dephosphorylation (OMFP is methylfluorescein phosphate). Potency, µM (series often up to 76.9 µM), for inactives: top-dose activity, negative = inhibition, most hits filed as inhibitors; further: potency means the concentration at half of the fitted maximal effect; on the % scale 0 is the no-effect control and ±100 the full control effect
Target sequence (O00167 whole entry, looked up): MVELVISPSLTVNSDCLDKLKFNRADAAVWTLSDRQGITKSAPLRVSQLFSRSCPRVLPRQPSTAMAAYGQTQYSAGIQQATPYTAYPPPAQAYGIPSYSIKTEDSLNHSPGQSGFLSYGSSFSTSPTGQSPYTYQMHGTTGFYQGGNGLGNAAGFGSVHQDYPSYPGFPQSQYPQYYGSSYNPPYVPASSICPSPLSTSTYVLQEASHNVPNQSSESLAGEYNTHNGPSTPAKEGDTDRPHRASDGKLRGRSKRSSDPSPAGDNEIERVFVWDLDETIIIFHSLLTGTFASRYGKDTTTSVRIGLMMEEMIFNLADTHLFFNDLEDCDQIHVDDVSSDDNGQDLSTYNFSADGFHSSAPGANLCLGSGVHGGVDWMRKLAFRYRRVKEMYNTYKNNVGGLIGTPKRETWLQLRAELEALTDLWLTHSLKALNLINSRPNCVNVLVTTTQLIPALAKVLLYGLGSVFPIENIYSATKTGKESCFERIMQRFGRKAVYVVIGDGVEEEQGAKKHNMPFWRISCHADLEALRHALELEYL
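Eya2 protein (added as 0.2 uM solution) was preincubated with compound for 10 min at ambient temperature in 50 mM HEPES pH 7.5, 50 mM NaCl, 5 uM MgCl2, 0.05% BSA, 1 mM DTT. OMFP (added at 50 uM) then reacted 10 min; fluorescence read at 485/525 nm.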
USP2a block: USP2a (human) protease inhibition | Potency, µM (highest dose often 38.3 µM), without a hit: at the highest dose activity change, negative = inhibition, most hits filed as inhibitors | O75604 | actives 0.01% (n = 330,000) | USP2 core, Ub-CHOP2 coupled fluorogenic reporter, 485/531;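 further: potency means the concentration at half of the fitted maximal effect; plate controls were DMSO wells for no effect and full inhibition by NEM control for full effect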
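Deubiquitinase activity read as fluorescence (485/531 nm) after Ub-CHOP2 cleavage activates the enterokinase reporter on its substrate; USP2 core 10nM, Ub-CHOP2 and substrate 25nM each, 30min compound preincubation then 60min RT; data normalized to NEM, curves fitted.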
ASM inhibitor: blocks human secretory acid sphingomyelinase; P17405; actives 0.006% (n = 340,000); placental ASM, HMU-PC fluorogenic substrate, 60 min; Potency, µM (titrated, usually from 57.5 µM), for the others: top-dose activity change, negative = inhibition, actives largely listed as inhibitors; further: potency means the concentration at half of the fitted maximal effect
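qHTS format. ASM enzyme prepared from human placenta hydrolyses the fluorogenic substrate HMU-PC0 (9 uM final) over 60 min at 37 °C after a 10 min compound preincubation.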
Active calls of the source: *; ? = inconclusive; nt = no result given; [ ] = dose if it differs, or a comment. Unless noted, the call rests on the fitted dose curve; in most records, active means well fitted curve in the direction sought with a large enough effect; inconclusive means small, poorly fitted or top-dose-only effect, or another doubt; inactive means no such curve, though single readings can be large; an effect the other way counts as inactive or inconclusive. Only part of the results is shown. The share of hits here may be higher or lower than overall.

SMILES	PKM2 activator	Menin-MLL TR inh	Mito fusion act	hERG WT inh	MBNL1-CUG inh	BCR signal inh	TSHR antagonist	GALK inhibitor	Eya2 phos inh	USP2a block	ASM inhibitor
CC(=O)Nc1nc(C)cs1	0%	-6%	-1%	-6	5%	1%	9	6%	1%	2%	-3%
CCOC(=O)C1CCCN(C(=O)c2ccc3oc(Cc4ccccc4)nc3c2)C1 (configuration not stated)	nt	nt	-1%	6	-3%	-1%	-5	1%	5%	1%	4%
Cc1nn(-c2ncc(C(F)(F)F)cc2Cl)c(=O)n1-c1ccccc1F	3%	-1%	0%	-5	-6%	0%	5	0%	9%	0%	2%
COc1ccccc1NC(=O)CSc1nnc(CCNC(=O)c2ccc(C)cc2)n1C	11%	-4%	-1%	-9	6%	-14%	-2	-1%	-8%	2%	8%
COc1ccc(Nc2nnc(SCC(=O)NC3CCS(=O)(=O)C3)s2)cc1 (configuration not stated)	nt	nt	-11%	2	nt	?	17	nt	12%	-1%	2%
O=C(Cc1cccc(C(F)(F)F)c1)NCc1cccnc1	-1%	nt	0%	4	0%	-3%	-12	-2%	-3%	1%	2%
O=C(O)c1cccc(C(=O)O)n1	-2%	-6%	-3%	nt	-7%	0%	0	-1%	2%	2%	nt
CCn1c(SCC(=O)N2CCN(c3ccccc3F)CC2)nnc1-c1ccoc1C	8%	-9%	-3%	-6	-5%	20%	-6	2%	-1%	2%	-1%
Cc1ccc2nc(N3C(=O)C(O)=C(C(=O)c4ccc(C)o4)C3c3cccc(O)c3)sc2c1 (configuration not stated)	1%	49%[activator]	2%	7	37%[activator]	?	66	6%	4%	1%	17%
Cc1cccc(-c2cc3nc(C)cc(NCCCn4ccnc4)n3n2)c1	-3%	-7%	1%	-2	-3%	?	-2	-1%	-9%	4%	-2%
CCOC(=O)c1cnc(-c2ccccc2)nc1Oc1ccc(OC)cc1	-5%	-15%	4%	2	1%	8%	12	3%	-5%	2%	2%
COc1cccc(CNC(=O)c2cccnc2Sc2ccc(C)cc2C)c1	-12%	nt	3%	0	-3%	-1%	1	0%	11%	0%	-2%
CC(=O)c1ccc(NC(=O)c2sc3nc(N4CCOCC4)c4c(c3c2N)CCCC4)cc1	nt	nt	-1%	-34	15%	5%	2	-3%	6%	0%	-3%
COc1cccc(-n2cnc3scc(-c4cccs4)c3c2=O)c1	-8%	0%	22%	2	13%	0%	18	0%	-3%	-7%	-3%
O=C(CSc1nnc(-c2ccco2)n1Cc1ccco1)N1CCOCC1	3%	-10%	-3%	2	-14%	0%	1	5%	-7%	1%	3%
CCCS(=O)(=O)N1CCC(C(=O)NC2CCCCC2C)CC1 (configuration not stated)	3%	14%	3%	-21	-13%	1%	21	-1%	0%	0%	3%
COc1cc(C(=O)CCN2CCC(c3ccccc3)C2)cc(OC)c1OC (configuration not stated)	1%	-6%	-5%	-13	-16%	?	-2	-1%	-7%	6%	2%
CC(C)Cc1nnc(NC(=O)CSc2nc(N)cc(=O)[nH]2)s1	-8%	-1%	-1%	1	-3%	3%	3	-5%	8%	1%	0%
CC1(C)Cc2nc(NCCN3CCOCC3)c(C#N)cc2CO1	-4%	-9%	3%	-3	9%	-6%	6	6%	15%	2%	3%
Nc1nc(=S)[nH]c2c1C1(CCCCC1)Cc1ccccc1-2	-1%	?	?	-8	nt	-2%	2	1%	3%	7%	9%
CC(C)C(=O)N1C2CCC1CC(O)(c1ccc(F)cc1)C2 (configuration not stated)	1%	14%	-1%	5	-2%	3%	-1	-1%	1%	0%	0%
O=C(COC(=O)c1ccc(S(=O)(=O)N2CCOCC2)cc1)NCc1ccccc1	nt	nt	nt	-8	nt	?	-1	nt	6%	0%	0%
C=C(C)CNC(=S)N/N=C1\CCCCc2ccccc21	-4%	-14%	13%	-8	4%	?	-3	3%	-5%	1%	0%
CCc1nnc(NC(=O)CSc2nnc(-c3ccco3)n2CC)s1	-5%	1%	-2%	7	-2%	1%	-8	-1%	6%	-2%	-2%
CCN(CC)C(=O)c1sc(NC(=O)c2c(OC)cccc2OC)c(C#N)c1C	-5%	-1%	?	4	8%	?	12	-2%	-6%	4%	9%
CCOC(=O)C1=C(C)NC(=O)NC1c1ccsc1 (configuration not stated)	-2%	6%	0%	-18	-1%	6%	27	0%	8%	2%	-1%
O=C(C(Cl)Cl)N1CCN(Cc2ccccc2)CC1	-2%	-5%	-1%	-8	-3%	1%	8	0%	10%	6%	3%
CCCC(C)C(=O)Nc1ccc(F)c(Cl)c1 (configuration not stated)	1%	3%	-17%	3	1%	-1%	-2	-1%	8%	1%	0%
CN1CCN(CCC(=O)Nc2cccc(F)c2)CC1	2%	2%	-2%	16	-7%	1%	0	4%	-4%	-1%	4%
COc1cccc(C(=O)NNC(=O)CCN2CCN(c3ccccc3)CC2)c1	nt	nt	nt	-14	nt	0%	6	nt	3%	1%	-3%
CCNc1nc(Oc2c(Cl)cccc2Cl)cc(C(F)(F)F)n1	4%	nt	-3%	-1	-7%	?	-2	-4%	-5%	1%	-9%
CCCCCC(=O)NC(=S)NNC(=O)c1ccc([N+](=O)[O-])cc1	6%	5%	2%	4	?	0%	-4	0%	-5%	5%	-3%
CN(C)S(=O)(=O)c1cc(NC(=O)CSc2cccc[n+]2[O-])ccc1Cl	nt	nt	-8%	-2	nt	0%	16	nt	20%	1%	-1%
O=C(Nc1ccc2[nH]c(=S)sc2c1)Nc1ccccc1F	-9%	?	-2%	5	-6%	?	-9	3%	2%	0%	-2%
CCc1noc(C)c1C(=O)N1CCC(CCC(=O)Nc2cccc(C)c2)CC1	nt	nt	3%	-15	-6%	8%	4	-2%	-11%	4%	-1%
CCc1ccnc(NS(=O)(=O)c2ccc3c(c2)OCCO3)c1	5%	nt	0%	0	2%	?	8	2%	1%	-1%	2%
CNS(=O)(=O)c1ccc2nc(NC(=O)/C=C/c3ccco3)sc2c1	18%	?	-1%	-2	5%	?	7	-1%	-9%	3%	8%
COc1ccc(NC(=O)CCCn2c(=O)c3sccc3n(Cc3ccc(C)cc3)c2=O)cc1	1%	0%	-3%	2	-1%	?	-4	0%	3%	0%	-2%
Cc1cc(-c2n[nH]c(=S)n2CC(C)C)cs1	-18%	1%	-3%	2	10%	3%	-7	1%	2%	1%	6%
CC1(C)CC(=O)C2=C(C1)Nc1ccccc1N1C(=O)c3ccccc3C21 (configuration not stated)	-1%	nt	-1%	-3	0%	-11%	18	-3%	-14%	1%	-1%
COCCn1c(SC(C)C(=O)NCC2CCCO2)nc2sc3c(c2c1=O)CCC3 (configuration not stated)	nt	nt	5%	3	nt	2%	-9	nt	-1%	-1%	-1%
COc1ccc(CN2CCN(CCc3ccccc3)C(CCO)C2)c(Cl)c1OC (configuration not stated)	0%	-16%	-2%	54	-12%	-3%	1	0%	?	0%	-3%
CC(=O)NS(=O)(=O)c1ccc(NC(=S)NC(=O)Cc2ccccc2)cc1	-1%	-4%	-1%	5	-1%	9%	0	2%	-10%	1%	-2%
COc1ccccc1C(=O)N1CC(=O)Nc2ccc(F)cc2C1c1ccccc1 (configuration not stated)	nt	-25%	2%	8	5%	-2%	1	-1%	0%	1%	-2%
O=C(c1ccc(CS(=O)(=O)c2ccc(Br)cc2)o1)N1CCCC1	-8%	-8%	2%	19	-8%	?	-3	1%	-8%	?	2%
CCCOc1ccc(N2C(=O)C3C4C=CC(CC4)C3C2=O)cc1 (configuration not stated)	nt	9%	-12%	-2	-2%	2%	-10	nt	-17%	2%	-5%
O=C(O)c1cccc(NC(=S)NCc2ccccc2)c1	-1%	-9%	0%	-5	-2%	?	-10	-2%	4%	-2%	-2%
